TDP1 inh: qHTS Assay for Inhibitors of Tyrosyl-DNA Phosphodiesterase (TDP1); Tyrosyl-DNA phosphodiesterase 1 (Homo sapiens), Q9NUW8; recombinant TDP1, AlphaScreen DNA substrate cleavage; 350,000 compounds, 0.28% hits; Potency, µM (titrated, usually from 130 µM), for the others: top-dose activity change, negative = inhibition, usual class: inhibitors; note: nearly all actives have a fitted effect of over 40% in size
Target sequence (Q9NUW8 whole entry, looked up): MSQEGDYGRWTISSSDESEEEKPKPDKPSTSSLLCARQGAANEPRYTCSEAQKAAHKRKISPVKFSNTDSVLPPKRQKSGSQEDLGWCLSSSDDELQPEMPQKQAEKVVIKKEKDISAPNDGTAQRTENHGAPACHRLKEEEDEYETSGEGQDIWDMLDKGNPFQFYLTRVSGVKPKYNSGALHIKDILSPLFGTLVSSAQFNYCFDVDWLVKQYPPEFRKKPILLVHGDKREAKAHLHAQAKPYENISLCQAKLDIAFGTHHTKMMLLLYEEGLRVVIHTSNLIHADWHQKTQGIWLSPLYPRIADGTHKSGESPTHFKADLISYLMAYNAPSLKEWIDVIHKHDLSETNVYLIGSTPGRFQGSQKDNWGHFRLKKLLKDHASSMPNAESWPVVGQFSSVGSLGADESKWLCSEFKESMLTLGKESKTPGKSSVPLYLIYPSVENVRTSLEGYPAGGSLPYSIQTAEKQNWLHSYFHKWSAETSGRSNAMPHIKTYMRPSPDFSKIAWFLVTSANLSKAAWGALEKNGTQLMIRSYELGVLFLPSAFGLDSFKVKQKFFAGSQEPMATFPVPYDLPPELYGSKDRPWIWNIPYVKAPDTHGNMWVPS
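Steps: enzyme plus compound, 15 min RT; add biotin/phosphotyrosine-FITC oligonucleotide (15 nM final), react 5 min; add donor/acceptor beads (10 ug/ml final), 10 min; read AlphaScreen. Tdp1 at 1 nM final.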
N370S GC mod: qHTS Assay for Inhibitors and Activators of N370S glucocerebrosidase as a Potential Chaperone Treatment of Gaucher Disease; Lysosomal acid glucosylceramidase (Homo sapiens), P04062; N370S GC spleen homogenate, 4MU-glucoside fluorescence; Potency, µM (top dose mostly 59.4 µM), for the others: top-dose activity change, negative = inhibition, hits mostly inhibitors; 330,000 compounds, 0.092% hits; AID 2101, 2009;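 note: 0% = full enzyme activity and -100% = no enzyme basal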
FEN1 inhibitor: qHTS Assay for the Inhibitors of Human Flap endonuclease 1 (FEN1). Potency, µM (doses to about 114 µM), for inactives: at the highest dose activity change, negative = inhibition, most hits filed as inhibitors. Recombinant FEN1 flap cleavage, fluorescence, 15 min. P39748. 390,000 compounds, 0.35% hits; note: nearly all actives have a fitted effect of over 65% in size
Target sequence (P39748 whole entry, looked up): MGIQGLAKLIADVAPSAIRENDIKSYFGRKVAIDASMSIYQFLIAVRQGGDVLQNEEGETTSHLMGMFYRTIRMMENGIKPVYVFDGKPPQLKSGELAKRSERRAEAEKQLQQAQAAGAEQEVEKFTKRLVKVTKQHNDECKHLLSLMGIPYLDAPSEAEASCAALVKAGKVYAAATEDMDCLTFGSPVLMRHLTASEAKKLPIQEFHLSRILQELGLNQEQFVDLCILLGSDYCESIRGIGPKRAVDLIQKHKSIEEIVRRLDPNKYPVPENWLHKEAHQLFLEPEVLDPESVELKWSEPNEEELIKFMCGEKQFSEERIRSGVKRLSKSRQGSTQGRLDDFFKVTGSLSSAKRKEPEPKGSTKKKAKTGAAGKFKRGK
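FEN1 at 10 nM preincubated with compounds 15 min at room temperature, then flap DNA substrate added at 50 nM final. Signal read at 0 and 15 min; concentration-response fitted with four-parameter Hill equation.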
Numbers without * were called inactive; ? = inconclusive; nt = not tested or not shown; & = joins results of further samples; [ ] = another dose, or the depositor's remark. Calls come from the whole dose curve; as a rule, active = well fitted curve in the direction sought with a large enough effect; inconclusive = small, poorly fitted or top-dose-only effect, or another doubt; inactive = no such curve, though single readings can be large; an effect the other way counts as inactive or inconclusive. Unless noted, % is set by controls: 0 for no effect and ±100 for the full control effect; potency is the fitted concentration of half-maximal effect.

Fields: TDP1 inh	N370S GC mod	FEN1 inhibitor
> O=C(Cn1cnc2ccccc21)N1CCN(S(=O)(=O)c2ccccc2)CC1
  -3%	-12%	-9%
> Nc1c(-c2nc(-c3cccs3)no2)nnn1-c1ccccc1Cl
  5%	nt	17%
> O=C(CCCN1C(=O)c2cccc3cccc(c23)C1=O)NC1CCS(=O)(=O)C1 (configuration not stated)
  3%	3%	18%
> O=C(c1ccc2c(c1)OCO2)C1CCCN(Cc2cccc(C(F)(F)F)c2)C1 (configuration not stated)
  2%	-10%	-21%
> CCOC(=O)C1CCN(C(=O)c2cn(-c3ccccc3)nc2-c2cccnc2)CC1
  2%	-5%	nt
> COCC(=O)N(Cc1ccc(OC)cc1)Cc1nc2ccccc2c(=O)[nH]1
  8%	5%	-3%
> CCn1cc(C(=O)NCc2ccc(Cl)cc2)c(=O)c2cc(S(=O)(=O)N3CCOCC3)ccc21
  3%	0%	-1%
> O=C(CSC1=Nc2ccccc2N=C(c2ccc(F)cc2)C1)NCc1ccc(Cl)cc1
  5%	nt	3%
> CC(=O)Nc1ccc(-c2cn3c(n2)SCC3)cc1
  nt	-12%	-1%
> Cc1ccccc1-n1c(-c2ccc(Cl)cc2)cnc1SCC(=O)NC1CCS(=O)(=O)C1 (configuration not stated)
  7%	-8%	-13%

Fields: TDP1 inh	N370S GC mod	FEN1 inhibitor
> Cc1ccc(C)c(Cn2nnc3c(=O)[nH]c(C4CCN(C(=O)c5ccco5)CC4)nc32)c1
  14%	-16%	-1%
> CCOc1ccccc1OCCCC(=O)N1CCN(S(=O)(=O)c2ccc(C)cc2)CC1
  4%	1%	-10%
> O=C(COC(=O)c1ccc(F)c(S(=O)(=O)N2CCOCC2)c1)NCc1ccc(Cl)cc1
  1%	nt	-5%
> CCC1(c2ccccc2)C(=O)N(C(=O)OC(C)(C)C)N1C(=O)OC(C)(C)C (configuration not stated)
  nt	2%	-16%
> CCCC(=O)NCC(c1cccs1)S(=O)(=O)c1ccc(C)cc1 (configuration not stated)
  -3%	1%	-12%
> O=C(CN1C(=O)CSCC1=O)NCc1ccc(F)cc1
  0%	12%	-3%
> O=C(CN1CCN(CC(=O)Nc2ccccc2C(F)(F)F)CC1)Nc1ccccc1F
  0%	-22%	5%
> COc1ccc(/C=C/C(=O)c2cc(F)ccc2OC(=O)c2ccc(OC)c(OC)c2)cc1OC
  -6%	12%	-19%
> Cc1oc(C)c(S(=O)(=O)NCc2cccs2)c1C(=O)O
  -3%	2%	9%
> O=C(NCCC(=O)N1CCN(c2ncccn2)CC1)c1ccccc1Cl
  2%	-13%	-2%

Fields: TDP1 inh	N370S GC mod	FEN1 inhibitor
> CCOc1ccc(-c2cc(C(=O)NCCc3ccc(OC)c(OC)c3)c3c(-c4ccc(F)cc4)[nH]nc3n2)cc1
  -1%	nt	-6%
> COc1ccc(NC(=S)NC2CCCC2)c(OC)c1
  nt	-7%	1%
> CC(=O)Nc1ccc(C(=O)OC2CCCCC2=O)cc1 (configuration not stated)
  4%	-3%	8%
> CCOC(=O)c1ccccc1NC1c2ccccc2C(=O)N1c1ccc(C)cn1 (configuration not stated)
  3%	4%	?
> O=S(=O)(NCC(c1ccc2c(c1)OCO2)N1CCOCC1)c1ccccc1 (configuration not stated)
  -3%	4%	1%
> O=C(Nc1nc2n(n1)C(c1ccc(F)cc1)C=C(c1ccccc1)N2)c1cccc([N+](=O)[O-])c1 (configuration not stated)
  11%	nt	2%
> Cc1nnc(SCC(=O)Nc2ccc(F)cc2)n(N)c1=O
  3%	-18%	-7%
> O=C(O)/C=C/c1ccc(/C=C/C(=O)O)cc1
  14%	-2%	nt
> O=C1CC(=O)N(Cc2ccco2)C(=O)N1
  10µM*	-8%	28µM*
> Clc1ccc(-c2cn3cc(Br)ccc3n2)cc1Cl
  1%	-2%	-1%

Fields: TDP1 inh	N370S GC mod	FEN1 inhibitor
> CC(=O)Nc1ccc(NC(=O)C(C)n2nc([N+](=O)[O-])c(Br)c2C)cc1 (configuration not stated)
  2%	2%	-1%
> C=C[C@@H]1c2cc(C)ccc2N(S(=O)(=O)c2ccc(C)cc2)[C@H](c2ccccc2C(F)(F)F)C1(C#N)C#N
  2%	nt	-1%&-23%
> O=C(CN1CCCCC1)NCC1(c2ccccc2)CCCC1
  -11%	-8%	0%
> CCOC(=O)C1CCN(S(=O)(=O)c2ccc3c(c2)CCN3C(=O)C2CCC2)CC1
  0%	1%	-3%
> CC1CN(c2ccc(NS(=O)(=O)c3ccccc3)cc2C(=O)O)CC(C)O1 (configuration not stated)
  0%	4%	-2%
> C/C(Cn1cnc([N+](=O)[O-])n1)=N\NC(=O)c1ccncc1
  1%	2%	-8%
> CC1=C([N+](=O)[O-])C(c2ccccc2C(F)(F)F)NC(=O)N1C (configuration not stated)
  7%	-10%	1%
> O=C(CCC1CCCC1)NCCS(=O)(=O)N1CCN(c2ccc(F)cc2)CC1
  nt	8%	0%
> CCc1ccc(-n2c(=O)c3c4c(sc3n(CC(=O)N3CCC(C)CC3)c2=O)CCC4)cc1
  1%	nt	-3%
> CCN(CC)S(=O)(=O)c1ccc(S(=O)(=O)NCc2cccs2)cc1
  nt	2%	3%

Fields: TDP1 inh	N370S GC mod	FEN1 inhibitor
> CCc1cccc(-n2c(C)nc3c(cnn3-c3ccc(Cl)cc3)c2=O)c1
  -2%	nt	-13%
> CCCCn1c(-c2cccs2)nc2oc3ccccc3c(=O)c2c1=O
  0%	7%	6%
> CCc1cccc(NC(=O)COC(=O)/C=C/c2cccs2)c1
  -13%	-6%	2%
> O=C(Oc1ccc(Cl)c2cccnc12)N1CCOCC1
  0%	1%	-14%
> Cc1cccc2sc(NC(=O)C3=NN(c4ccccc4)C(=O)CC3)nc12
  3%	4%	-5%
> COc1cccc2c3c(c(C)nc12)CC(CO)O3 (configuration not stated)
  7%	-18%	nt
> CCCc1cc(=O)[nH]c2nnc(SCC(=O)Nc3cccc(C)c3)n12
  5%	nt	7%
> CCOC(=O)CN1C(=O)COc2ccc(C(C)(C)C)cc21
  5%	-8%	3%
> O=C(c1ccccc1)c1nn(-c2ccccc2)c(=O)cc1C(F)(F)F
  -4%	?	-6%
> COC(=O)[C@@]12CCCCN1[C@H](c1ccc(-c3cccc(Cl)c3)c(OC)c1)[C@H]1C(=O)N(C)C(=O)[C@H]12
  1%	-4%	-16%

Fields: TDP1 inh	N370S GC mod	FEN1 inhibitor
> O=C(Cn1cnc([N+](=O)[O-])c1)Nc1ccccc1C(F)(F)F
  nt	2%	-5%
> CC(=O)c1ccc(NS(=O)(=O)c2ccc3c(c2)N(C)CCO3)cc1
  4%	1%	10%
> Cc1cc(N2CCOCC2)nc2ccc(NC(=S)NCCC(C)C)cc12
  nt	?	-20%
> CCN(C(=O)CSc1nnc2ccccn12)C1CCS(=O)(=O)C1 (configuration not stated)
  -10%	4%	-2%
> O=C(CSc1nnc2ccc(-c3ccccn3)nn12)Nc1ccccc1F
  nt	-6%	-4%
> CC1CCCN(C(=O)c2cc(-c3cccs3)nc3ccccc23)C1 (configuration not stated)
  -5%	nt	?
> O=C(Nc1cc2c(cc1C(=O)c1cccc(Br)c1)OCCO2)c1ccccc1F
  5%	nt	14%
> CCNCC(=O)Nc1ccc(N2CCOCC2)cc1
  -2%	3%	16%
> COc1ccccc1N(C(=O)c1cncc(Br)c1)c1nc(-c2ccc(C)cc2)cs1
  1%	4%	7%
> Cc1onc(-c2ccccc2)c1C(=O)NC(=S)NNC(=O)c1cccnc1
  8%	-4%	-2%

Fields: TDP1 inh	N370S GC mod	FEN1 inhibitor
> CC(C)(C)c1c(Cl)c(O)c(-c2ccccc2)c(=O)n1-c1ccccc1
  1%	2%	-17%
> Cc1cc(C)n2nc(C(=O)NNC(=O)c3ccc(Cl)cc3)nc2n1
  6%	-2%	-1%
> CC(=O)Oc1ccc(C(=O)Nc2nccs2)cc1
  3%	0%	15%
> CCCCC(=O)Nc1ccc(C)c(S(=O)(=O)N2CCCCCC2)c1
  -2%	nt	-13%
> CCOC(=O)c1cnn(CCOC(=O)c2cccs2)c1NC(=O)c1cccs1
  5%	-7%	4%
> CCCCNc1nc(C)nc2c1nc(-c1ccccc1)n2CCCN(C)C
  5%	-16%	nt
> O=C(COC(=O)c1cc(-c2ccccc2)nc2ccccc12)Nc1ccc2c(c1)OCO2
  5%	-5%	0%
> CC(C)C(=O)N1N=C(c2ccc(NS(C)(=O)=O)cc2)CC1c1cccs1 (configuration not stated)
  0%	15%	-3%
> Cc1cc(OCc2cc(C(=O)NCC3(C)COC3)no2)cc(C)c1Cl
  0%	-11%	-3%
> O=C(c1c(F)cccc1Cl)N1CCN(S(=O)(=O)c2ccc3c(c2)OCCCO3)CC1
  5%	-28%	10%

mol | TDP1 inh | N370S GC mod | FEN1 inhibitor
Cc1cc(=O)[nH]c(SCC(=O)N2CCCCCC2)n1 | 2% | 4% | -12%
Cc1onc(-c2c(Cl)cccc2Cl)c1/C(N)=N/OC(=O)C(C)(C)C | -8% | 7% | 1%
C#CCn1c(=NC(=O)CN2C(=O)CCC2=O)sc2cccc(OC)c21 | 4% | 19% | 2%
CN(C)c1cccc(C(=O)N/N=C/c2ccsc2)c1 | -3% | -2% | -4%
CC1(C)CC(c2nc(-c3ccc(Br)cc3)cs2)CCS1 (configuration not stated) | -8% | 5% | 1%
O=C(Nc1ccccc1)c1ccc2c(c1)OCCO2 | 3% | 1% | 2%
O=C1C[C@@H](O)[C@@H](O)[C@H]2[C@@H]3C(=O)N(C[C@@H]4CCCO4)C(=O)[C@@H]3CC[C@H]12 | 8%&5%[21 µM] | 5%&-7%[12.8 µM] | nt
CN(c1ccccc1)c1nc(-n2ccnc2)nc(-n2ccnc2)n1 | 4% | 5% | -12%
CC(=O)Nc1c(-c2ccccc2)nc2ncccn12 | -1% | 6% | 1%
CCOC(=O)c1ccc(S(=O)(=O)N2CCN(C(=O)C3CSC4(C)CCC(=O)N34)CC2)cc1 (configuration not stated) | 6% | nt | 17%

mol | TDP1 inh | N370S GC mod | FEN1 inhibitor
CC(C)[C@H](NC(=O)c1ccccc1)C(=O)OCC(=O)N1CC(=O)Nc2ccccc21 | 5% | 3% | -1%
CC(C)(C)c1ccc(-c2nc(C#N)c(NCCCn3ccnc3)o2)cc1 | 12% | ? | -26%
COc1ccc(CNCC(=O)Nc2ccccc2-n2cccc2)cc1 | 7% | 0% | -17%
O=C(NC(=S)Nc1ccc(Cl)c(C(=O)O)c1)c1ccc(OCc2ccccc2)cc1 | 4% | -14% | 8%
CC1CC(C)CN(CCC(=O)Nc2ccc(Br)cc2)C1 (configuration not stated) | nt | -5% | 5%
COc1cccc(N2CCN(C(=O)c3ccc4nc(N5CCCCC5)sc4c3)CC2)c1 | 4% | -9% | -29%
COc1ccc(S(=O)(=O)NCC(c2ccco2)N2CCOCC2)cc1OC (configuration not stated) | 0% | nt | -2%
Cc1cc(C)c2c(n1)nn1c(C)c(CCC(=O)NCc3ccc(Cl)cc3)c(C)nc21 | 3% | nt | 0%
CCCc1nn(C)c2c(=O)[nH]c(-c3cc(S(N)(=O)=O)ccc3OCC)nc12 | nt | -4% | -12%
CCCNc1ncnc2c1c(-c1ccccc1)cn2-c1ccccc1 | 5% | nt | -16%

Given with values ahead of the structure: entries from further up
TDP1 inh,N370S GC mod,FEN1 inhibitor,SMILES
5%,3%,-1%,CC(C)[C@H](NC(=O)c1ccccc1)C(=O)OCC(=O)N1CC(=O)Nc2ccccc21
12%,?,-26%,CC(C)(C)c1ccc(-c2nc(C#N)c(NCCCn3ccnc3)o2)cc1
7%,0%,-17%,COc1ccc(CNCC(=O)Nc2ccccc2-n2cccc2)cc1
4%,-14%,8%,O=C(NC(=S)Nc1ccc(Cl)c(C(=O)O)c1)c1ccc(OCc2ccccc2)cc1
nt,-5%,5%,CC1CC(C)CN(CCC(=O)Nc2ccc(Br)cc2)C1 (configuration not stated)

Carrying on.
mol | TDP1 inh | N370S GC mod | FEN1 inhibitor
COc1ccc(CCN2C(=O)N(c3ccc(F)cc3)C(=O)C2CC(=O)Nc2ccc(OC)cc2)cc1 (configuration not stated) | 4% | nt | -17%
Cc1csc(=O)n1CCC(=O)OCC(=O)NNC(=O)c1ccc(Br)cc1 | 1% | nt | -6%
COc1ccc(Nc2cccc3ccccc23)cc1 | 13% | -7% | -16%
Cc1ccc(N=C2C(=O)Nc3ccccc32)cc1C | nt | 0% | -2%
CCC(C(=O)Nc1ccc(C(C)C)cc1)c1ccccc1 (configuration not stated) | 0% | 4% | -1%
COc1ccc(Cl)cc1S(=O)(=O)N1CCN(Cc2ccc3c(c2)OCO3)CC1 | 4% | -10% | -8%
